Bioassay records: PubChem BioAssay, several laboratories
HSP90 inh: HSP90 inhibitors, primary screen, cell lysate, luminescence | Rabbit reticulocyte lysate, luciferase refolding luminescence, 3 h | inhibition, % at 5.6 µM | AID 1789, 2009 | Heat shock protein HSP 90 (rabbit reticulocyte lysate; luciferase refolding) | 290,000 compounds, 0.91% hits;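 active = inhibition above the screen-wide mean plus 3 SD, computed separately per campaign, cut at about 16% in these data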;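 also: 0% = DMSO wells and 100% = 60 µM geldanamycin wells; inhibitors lower the luminescence because luciferase stays unfolded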
HDAC3 inh: HDAC3 deacetylase inhibitors, primary screen, biochemical, fluorescence, cell-free homogeneous | 320,000 compounds, 0.15% hits | AID 2718, 2010 | Histone deacetylase 3 (Homo sapiens), O15379 | recombinant HDAC3, fluorogenic peptide/trypsin coupled | inhibition, % at 8.3 µM; in the data active = inhibition above about 26%, passing the limit was not always enough; inconclusive = no clear call, values can overlap the other calls
GSK3beta inhib: human GSK3beta kinase inhibitors, primary screen, biochemical, cell-free homogeneous, HTS | Glycogen synthase kinase-3 beta (Homo sapiens), P49841 | GST-GSK3beta kinase, ADP-Glo luminescence, 60 min; active compounds read low | activity score (negative = inhibition), % at 10 µM | 300,000 compounds, 0.038% hits;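 active = more than half of replicate wells score below -50%, meaning over 50% inhibition versus plate controls; inconclusive = some replicates but at most half score below -50%; inactive = no replicate scores below -50%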;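 also: 0% = median DMSO wells and -100% = median GW8510 positive control wells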
Target sequence (P49841 whole entry, looked up): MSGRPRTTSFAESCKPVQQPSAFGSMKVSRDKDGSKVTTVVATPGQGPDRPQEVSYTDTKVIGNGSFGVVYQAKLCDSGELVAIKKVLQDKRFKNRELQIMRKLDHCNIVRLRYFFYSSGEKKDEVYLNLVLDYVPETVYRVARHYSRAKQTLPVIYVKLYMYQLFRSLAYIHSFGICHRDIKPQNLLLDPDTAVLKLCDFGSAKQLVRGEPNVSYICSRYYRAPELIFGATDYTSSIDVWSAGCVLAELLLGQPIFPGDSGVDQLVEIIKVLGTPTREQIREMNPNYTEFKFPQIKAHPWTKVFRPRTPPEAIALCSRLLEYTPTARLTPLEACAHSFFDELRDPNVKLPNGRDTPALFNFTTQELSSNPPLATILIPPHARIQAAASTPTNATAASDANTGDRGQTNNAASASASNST
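Test system: GST-fused GSK3beta enzyme, cell-free | Quantity: 1.6 ng GST-GSK3beta enzyme per well | Reagent: 25 µM ATP with peptide substrate | Schedule: 60 min enzyme reaction, room temperature | Signal: Luminescent ADP-Glo measurement of ADP formed | Read-out basis: Score relative to plate controls | Control set: DMSO and 20 µM GW8510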
Platelet DG rel: inhibitors of platelet dense granule secretion, primary screen, cell-based, MLPCN, human platelets; 300,000 compounds, 0.22% hits; human platelet-rich plasma, SFLLRN dense granule ATP release, luminescence; inhibition, %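 (compounds screened at 7.5 µM in platelet-rich plasma)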;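 active = mean replicate score, as percent of positive control, at or above 50; inconclusive = mean below 50 but at least one replicate at or above 50; inactive = mean and every replicate below 50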
DYRK1A inh: rat Dyrk1A kinase inhibitors, primary screen, biochemical, single point, plate reader; Dual specificity tyrosine-phosphorylation-regulated kinase 1A (Rattus norvegicus), Q63470; ADP-Glo luminescence, NFATc1 peptide; inhibition, % at 12.5 µM; 310,000 compounds, 0.43% hits; AID 504441, 2011; in the data active = inhibition above about 50%;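 also: plate controls were vehicle with enzyme for no effect and no enzyme for full effect; many of its hits are not listed in these tables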
AI-2 QS mod: Vibrio harveyi AI-2 quorum sensing modulators, primary screen, JMH597 strain, luminescence/OD600 ratio; activity change, % at 7.5 µM; Vibrio harveyi JMH597 AI-2 luminescence/OD600 ratio, 9 h; active compounds read low; strain lacks LuxN and CqsS sensors; 0 = neutral-control median; 300,000 compounds, 0.4% hits; in the data active = activity change below about -75%, passing the limit was not always enough; inconclusive = no clear call, values can overlap the other calls;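 also: luminescence divided by OD600 gain over 9 h not by final OD600 alone; inactives centre near 13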
HSF1 inh: HSF1 inhibitors in luciferase reporter cells, primary screen, cell-based, NIH3T3, luminescence; AID 2098, 2009; activity change, negative = inhibition, % at 7.5 µM (by protocol); NIH3T3-HGL HSE-luciferase, MG132-induced, luminescence 8 h; active compounds read low; 300,000 compounds, 0.77% hits;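 active = more than half of replicate wells show activity change below -50%, luminescence cut by over half; inconclusive = some wells, but at most half, below -50%; inactive = no replicate well below -50%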;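 also: luciferase reports HSF-1 transcriptional activity via heat shock element; 0% = median of DMSO wells and -100% = zero luminescence signal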
HSF1 activator: HSF-1 activators, primary screen, NIH3T3-HGL cells, MG132 stress, luminescence, single point. NIH3T3-HGL HSF-1 luciferase reporter, 8 h; 100% = twice DMSO control signal. activation, % at 9 µM. 300,000 compounds, 1.7% hits. AID 504408, 2011;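 active = mean replicate activation of at least 50% with a set share of replicates each reaching 50%; inconclusive = only one of those two conditions met; inactive = mean below 50% and too few replicates reaching it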;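 also: 0% = median of the neutral control wells and 100% = twice that signal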
PolyA inhibitor: polyadenylation inhibitors in yeast reporter cells, primary screen, luminescence, S. cerevisiae; S. cerevisiae SKY197-pL101 polyadenylation reporter, beta-gal luminescence; efflux-impaired pdr1/pdr3 knockout yeast; score 100 = 6 SD above DMSO; calls only at 12 µM; 300,000 compounds, 0.02% hits;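 active = lowest replicate activity score at least 50, where 100 means six control SD above control mean; inconclusive = lowest score under 50 but half or more replicates reach 50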;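 also: yeast exposed to compound for 9 h at 30 °C; higher score means more reporter readthrough which indicates perturbed polyadenylation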
GSK3 alpha inh: blockers of GSK3A enzyme activity – biochemical, luminescence, cell-free homogeneous, HTS, primary screen. Glycogen synthase kinase-3 alpha (Homo sapiens), P49840. GSK-3 alpha kinase, ADP-Glo luminescence, 60 min. inhibition, % at 10 µM. 320,000 compounds, 0.1% hits. AID 2650, 2010;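 in the data active = inhibition above about 50%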;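 also: GST-tagged GSK-3 alpha with peptide substrate and 25 µM ATP; 0% = DMSO neutral wells and 100% = GW8510 positive control wells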
Target sequence (P49840 whole entry, looked up): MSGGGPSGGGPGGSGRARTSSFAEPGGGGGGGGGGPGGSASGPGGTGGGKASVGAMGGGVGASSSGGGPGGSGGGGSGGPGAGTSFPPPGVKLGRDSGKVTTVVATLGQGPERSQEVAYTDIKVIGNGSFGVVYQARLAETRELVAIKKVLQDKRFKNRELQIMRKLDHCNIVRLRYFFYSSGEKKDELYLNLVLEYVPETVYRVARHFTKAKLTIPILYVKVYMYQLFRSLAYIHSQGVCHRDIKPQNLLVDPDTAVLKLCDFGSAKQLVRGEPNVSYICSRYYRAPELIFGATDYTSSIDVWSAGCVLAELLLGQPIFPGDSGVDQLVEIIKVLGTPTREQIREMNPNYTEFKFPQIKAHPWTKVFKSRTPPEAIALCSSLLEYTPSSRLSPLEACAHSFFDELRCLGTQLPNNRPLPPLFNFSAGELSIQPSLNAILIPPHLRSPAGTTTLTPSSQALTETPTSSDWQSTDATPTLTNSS
Active calls of the source: *. This is a subset; rates above refer to the full screens.

Cc1cccc(C(=O)O/N=C2\CCS(=O)(=O)c3sccc32)c1 was read as HSP90 inh -1.2, HDAC3 inh 20.5, GSK3beta inhib -0.8, Platelet DG rel -0.9, DYRK1A inh -2.1, AI-2 QS mod 38.1, HSF1 inh 10.3, HSF1 activator 25.7 and PolyA inhibitor inactive.
CCc1ccc(NC(=O)CSCCO)cc1 was read as HSP90 inh -0.8, HDAC3 inh 6.0, GSK3beta inhib 1.6, Platelet DG rel 2.6, DYRK1A inh -8.3, AI-2 QS mod 1.6, HSF1 inh 7.0, HSF1 activator 22.3, PolyA inhibitor inactive and GSK3 alpha inh -2.1.
`CC(=O)N1CCSc2ccc(S(=O)(=O)NCc3ccc(F)cc3)cc21` gave HSP90 inh -2.9, HDAC3 inh -0.9, GSK3beta inhib 0.8, Platelet DG rel -6.4, DYRK1A inh 2.6, AI-2 QS mod 1.0, HSF1 inh 2.5, HSF1 activator 31.9, PolyA inhibitor inactive and GSK3 alpha inh -0.5.
`O=C(CSc1nc(=O)n2cc(Cl)ccc2n1)Nc1cccc2ccccc12` gave GSK3beta inhib -5.1, Platelet DG rel 10.2, DYRK1A inh 3.7, AI-2 QS mod 11.5, HSF1 inh 15.7, HSF1 activator 42.3 and PolyA inhibitor inactive.
Screening O=C(/C=C/c1ccc2c(c1)OCO2)Nc1nc(-c2ccc(F)cc2F)cs1 returned HSP90 inh 8.5, HDAC3 inh 1.0, GSK3beta inhib -0.9, Platelet DG rel -2.7, AI-2 QS mod 7.0, HSF1 inh -32.6, HSF1 activator -45.2, PolyA inhibitor inactive and GSK3 alpha inh 0.6.
For CCCN(c1ccc(C)cc1)c1nc(=O)c2cccnc2s1 the results were HSP90 inh 3.7, HDAC3 inh 0.5, GSK3beta inhib 2.0, Platelet DG rel -13.3, AI-2 QS mod 4.9, HSF1 inh -2.9, HSF1 activator -5.4, PolyA inhibitor inactive and GSK3 alpha inh 1.4.
`Cn1c(=O)c2c(ncn2CC(=O)Nc2ccc(N3CCOCC3)cc2)n(C)c1=O` gave HSP90 inh 4.6, HDAC3 inh -8.2, GSK3beta inhib -0.7, Platelet DG rel -1.5, DYRK1A inh 3.5, AI-2 QS mod 13.4, HSF1 inh 0.8, HSF1 activator -1.6 and PolyA inhibitor inactive.
CC(C)n1c(SCC(N)=O)nc2c1c(=O)n(C)c(=O)n2C was read as HSP90 inh 0.6, HDAC3 inh 0.8, GSK3beta inhib -0.6, Platelet DG rel -7.8, DYRK1A inh 2.8, AI-2 QS mod 15.2, HSF1 inh -6.0, HSF1 activator -9.0, PolyA inhibitor inactive and GSK3 alpha inh 5.1.
Screening COc1ccc(NCC(=O)N/N=C/C2CCCCC2)cc1 returned HSP90 inh -4.1, HDAC3 inh 3.7, GSK3beta inhib -1.5, Platelet DG rel -1.9, DYRK1A inh 5.7, AI-2 QS mod -3.8, HSF1 inh -1.4, HSF1 activator -3.0, PolyA inhibitor inactive and GSK3 alpha inh -1.7.
Screening COC(=O)CSc1nc2c(c(=O)n(C)c(=O)n2C)n1CCC(C)C returned HDAC3 inh 6.3, GSK3beta inhib 0.1, Platelet DG rel -10.6, DYRK1A inh -3.6, AI-2 QS mod 9.1, HSF1 inh 5.9, HSF1 activator 19.2, PolyA inhibitor inactive and GSK3 alpha inh -0.8.
`COCCC1CCCCN1C(=O)c1ccc(OC2CCN(C(C)=O)CC2)c(OC)c1` (centres undefined) gave HSP90 inh -2.0, GSK3beta inhib -2.1, Platelet DG rel 3.2, AI-2 QS mod 19.2, HSF1 inh 0.2, HSF1 activator -8.5 and PolyA inhibitor inactive.
COc1ccc(C(C)=O)c2c(O)cccc12 was read as HSP90 inh -2.3, HDAC3 inh -16.9, GSK3beta inhib -5.4, Platelet DG rel -2.6, DYRK1A inh 8.5, AI-2 QS mod 18.8, HSF1 inh 1.5, HSF1 activator 8.4, PolyA inhibitor inactive and GSK3 alpha inh 2.1.
`Cc1cc(OC(C)C)nc(-c2ccccc2O)n1` gave HSP90 inh 4.3, HDAC3 inh 5.0, GSK3beta inhib -1.5, Platelet DG rel 9.3, DYRK1A inh 4.5, AI-2 QS mod 20.7, HSF1 inh -2.4, HSF1 activator -7.8, PolyA inhibitor inactive and GSK3 alpha inh -2.4.
CCCCOC(=O)C1=C(C)Nc2ncnn2C1c1cccc(OC)c1 (centres undefined) was read as HSP90 inh -0.2, HDAC3 inh -7.1, GSK3beta inhib 0.3, Platelet DG rel 1.4, DYRK1A inh 8.8, AI-2 QS mod 10.8, HSF1 inh -1.4, HSF1 activator -11.6, PolyA inhibitor inactive and GSK3 alpha inh 13.9.
For Cc1ccc(C(=O)N/N=C\c2ccc([N+](=O)[O-])s2)cn1 the results were HSP90 inh -0.4, HDAC3 inh 5.2, GSK3beta inhib -2.5, Platelet DG rel 2.7, DYRK1A inh -0.1, AI-2 QS mod 0.8, HSF1 inh -3.7, HSF1 activator -6.2, PolyA inhibitor inactive and GSK3 alpha inh -5.3.
Screening CN1C(=C2C(=O)OC(C)(C)OC2=O)Sc2ccccc21 returned HSP90 inh -1.9, HDAC3 inh 18.5, GSK3beta inhib -1.7, Platelet DG rel 0.7, DYRK1A inh -2.3, AI-2 QS mod 33.7, HSF1 inh 8.6, HSF1 activator 30.8, PolyA inhibitor inactive and GSK3 alpha inh -3.0.
Cc1ccccc1NC(=O)C1CCN(S(=O)(=O)c2cccc3nonc23)CC1 was read as HSP90 inh -1.9, HDAC3 inh -8.5, GSK3beta inhib 2.6, Platelet DG rel -5.8, DYRK1A inh -0.3, AI-2 QS mod 18.4, HSF1 inh -1.2, HSF1 activator 4.0, PolyA inhibitor inactive and GSK3 alpha inh 16.1.
Screening O=C(NC12CC3CC(CC(C3)C1)C2)N1CCN(C(=O)C2CCCO2)CC1 (centres undefined) returned HSP90 inh 2.2, HDAC3 inh -5.2, GSK3beta inhib 0.2, Platelet DG rel -2.4, DYRK1A inh 4.4, AI-2 QS mod 39.0, HSF1 inh -54.5*, HSF1 activator -63.6, PolyA inhibitor inactive and GSK3 alpha inh 2.2.
COC(=O)c1cc(NC(=O)Cc2cc(OC)c(OC)c(OC)c2)cc(C(=O)OC)c1 was read as HSP90 inh -0.3, HDAC3 inh -8.4, GSK3beta inhib -6.5, Platelet DG rel -1.0, DYRK1A inh 2.7, AI-2 QS mod 29.6, HSF1 inh 3.4, HSF1 activator 13.2, PolyA inhibitor inactive and GSK3 alpha inh -3.2.
`COc1ccc(CNC(=O)c2c(O)c3ccccc3n(C)c2=O)cc1OC` gave HSP90 inh -1.7, HDAC3 inh -0.8, GSK3beta inhib 3.9, Platelet DG rel -3.8, DYRK1A inh -2.0, AI-2 QS mod -2.4, HSF1 inh -0.3, HSF1 activator 26.3, PolyA inhibitor inactive and GSK3 alpha inh 0.4.
`COC(=O)CC1C(=O)NCCN1C(=O)Nc1ccccc1` (centres undefined) gave HSP90 inh -0.1, HDAC3 inh -0.6, GSK3beta inhib 0.1, Platelet DG rel -6.5, DYRK1A inh 0.7, AI-2 QS mod 8.3, HSF1 inh 1.0, HSF1 activator -2.2, PolyA inhibitor inactive and GSK3 alpha inh 0.5.
Screening O=C(C(=C1NCCN1)n1cncn1)c1ccccc1 returned HSP90 inh 1.4, HDAC3 inh -7.9, GSK3beta inhib 4.2, Platelet DG rel -5.7, DYRK1A inh 11.7, AI-2 QS mod 1.1, HSF1 inh -1.5, HSF1 activator 0.6, PolyA inhibitor inactive and GSK3 alpha inh -5.5.
For COCCN1C=C(C(=O)OC)C(c2cc(Br)c(OC)c(OC)c2)C(C(=O)OC)=C1 the results were HSP90 inh 1.3, HDAC3 inh -80.4, GSK3beta inhib -4.3, Platelet DG rel -3.3, DYRK1A inh 3.4, AI-2 QS mod 17.7, HSF1 inh 8.4, HSF1 activator 16.3, PolyA inhibitor inactive and GSK3 alpha inh -1.0.
For COc1ccc2ccccc2c1/C=N/N1C(=O)CSC1=S the results were HSP90 inh 0.2, HDAC3 inh 1.2, GSK3beta inhib 0.2, Platelet DG rel -1.2, AI-2 QS mod 18.1, HSF1 inh inconclusive, HSF1 activator -61.4 and GSK3 alpha inh -2.4.
For CC(C)OCCCN(C)C1CCN(S(=O)(=O)c2csc(C(N)=O)c2)CC1 the results were HSP90 inh 7.1, HDAC3 inh -7.2, GSK3beta inhib -2.8, Platelet DG rel 15.4, AI-2 QS mod 9.6, HSF1 inh -3.3, HSF1 activator -6.5, PolyA inhibitor inactive and GSK3 alpha inh 2.0.
`O=C(CNC(=O)Cn1cnc2sc3c(c2c1=O)CCCC3)NCc1ccccn1` gave HSP90 inh 4.3, HDAC3 inh 1.1, GSK3beta inhib -1.6, Platelet DG rel 7.9, DYRK1A inh -2.2, AI-2 QS mod 5.6, HSF1 inh -8.8, HSF1 activator -9.6, PolyA inhibitor inactive and GSK3 alpha inh -2.4.
O=C(NC(=S)Nc1ccc(Cc2ccncc2)cc1)c1ccccc1 was read as HSP90 inh -3.4, HDAC3 inh 6.5, GSK3beta inhib 2.8, Platelet DG rel 0.4, DYRK1A inh -0.2, AI-2 QS mod -2.8, HSF1 inh 15.7, HSF1 activator 13.5, PolyA inhibitor inactive and GSK3 alpha inh 0.1.
For CCOC(=O)CS(=O)(=O)c1nc(-c2ccccc2)cc(C(F)(F)F)n1 the results were HSP90 inh 9.1, HDAC3 inh -2.0, GSK3beta inhib -1.5, Platelet DG rel inconclusive, DYRK1A inh 12.4, AI-2 QS mod 39.3, HSF1 inh 123.6, HSF1 activator 137.1*, PolyA inhibitor inactive and GSK3 alpha inh -1.6.
Screening CCNNC(=O)C(O)(Cc1ccccc1)Cc1ccccc1 returned HSP90 inh 0.8, HDAC3 inh -0.1, GSK3beta inhib 2.2, Platelet DG rel 2.9, DYRK1A inh -0.7, AI-2 QS mod 14.1, HSF1 inh -7.0, HSF1 activator -4.7, PolyA inhibitor inactive and GSK3 alpha inh -1.3.
